MT1-MMP txn act: activates MT1-MMP transcription; activation factor at 10 µM; HT1080 MT1-MMP promoter luciferase reporter, luminescence, overnight; stronger effect = higher value; actives 0.16% (n = 86,000);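 active means activation factor of at least 2 for MT1-MMP transcription at 10 µM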
PLK1 PBD inh: inhibitors of human Plk1 polo box domain binding; P53350; Plk1 PBD phosphopeptide binding, fluorescence polarization; inhibition, %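 (tested at about 20 µM)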; actives 0.13% (n = 97,000); AID 693; in the data active means inhibition above about 34%, passing the limit was not always enough
PLK1 kinase inh: blocks human PLK1 kinase activity | P53350 | recombinant PLK1 kinase, TR-FRET peptide phosphorylation | inhibition, % at 10 µM | actives 0.53% (n = 97,000);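 active means inhibition of 50% or more in the single-concentration screen; inactive means inhibition below 50%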;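 further: 0% = DMSO max control and 100% = H-89 dihydrochloride min control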
HIV Rev-RRE inh: inhibitors of HIV-1 Rev-RRE RNA interaction; P05866; Rev peptide-RRE RNA binding, FRET; AID 704; inhibition, % at 8 µM; actives 0.79% (n = 97,000);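 active means inhibition above the screen-wide mean plus 3 SD, cut at about 35% in these data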;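 further: 0% = median DMSO wells and 100% = median Neomycin B control wells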
Target sequence (P05866 whole entry, looked up): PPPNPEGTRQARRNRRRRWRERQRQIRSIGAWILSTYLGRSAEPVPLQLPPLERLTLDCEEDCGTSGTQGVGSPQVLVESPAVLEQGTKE
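assay system = Cy5-tagged RRE RNA duplex with fluorescein-tagged Rev peptide | incubation = 5 + 15 min at 25 °C | also added = labelled Rev peptide | measure = % inhibition of FRET ratio versus controls | benchmarks = DMSO wells as 0% and neomycin B wells as 100% inhibition | measured by = FRET fluorescence readout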
S1P2 blocker: antagonists of human S1P2 receptor | AID 736 | cell-based S1P2 antagonist assay, inhibition at 5 uM | actives 0.21% (n = 97,000) | inhibition, % at 5 µM; in the data active means inhibition above about 45%;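 further: CRE beta-lactamase reporter cells expressing human S1P2 stimulated with S1P; 0% = agonist at EC80 alone and 100% = agonist plus reference antagonist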
PLAP act: activates human placental alkaline phosphatase. actives 1.2% (n = 96,000). purified PLAP enzyme, luminescent substrate read-out; stronger effect = higher value. P05187. AID 696. activation fold at 20 µM; in the data active means activation fold above about 2
EphB4 ephrin blk: blocks human EphB4 binding to ephrin-B2; inhibition, % at 7 µM; P54760; actives 0.15% (n = 97,000); EphB4 LBD / TNYL-RAW-Alexa532 peptide, fluorescence polarization;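 active means inhibition above the screen-wide mean inhibition plus 3 SD, cut at about 15% in these data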;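 further: 0% = DMSO wells and 100% = excess unlabeled TNYL-RAW peptide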
Target sequence (P54760 whole entry, looked up, the tested form may be a part): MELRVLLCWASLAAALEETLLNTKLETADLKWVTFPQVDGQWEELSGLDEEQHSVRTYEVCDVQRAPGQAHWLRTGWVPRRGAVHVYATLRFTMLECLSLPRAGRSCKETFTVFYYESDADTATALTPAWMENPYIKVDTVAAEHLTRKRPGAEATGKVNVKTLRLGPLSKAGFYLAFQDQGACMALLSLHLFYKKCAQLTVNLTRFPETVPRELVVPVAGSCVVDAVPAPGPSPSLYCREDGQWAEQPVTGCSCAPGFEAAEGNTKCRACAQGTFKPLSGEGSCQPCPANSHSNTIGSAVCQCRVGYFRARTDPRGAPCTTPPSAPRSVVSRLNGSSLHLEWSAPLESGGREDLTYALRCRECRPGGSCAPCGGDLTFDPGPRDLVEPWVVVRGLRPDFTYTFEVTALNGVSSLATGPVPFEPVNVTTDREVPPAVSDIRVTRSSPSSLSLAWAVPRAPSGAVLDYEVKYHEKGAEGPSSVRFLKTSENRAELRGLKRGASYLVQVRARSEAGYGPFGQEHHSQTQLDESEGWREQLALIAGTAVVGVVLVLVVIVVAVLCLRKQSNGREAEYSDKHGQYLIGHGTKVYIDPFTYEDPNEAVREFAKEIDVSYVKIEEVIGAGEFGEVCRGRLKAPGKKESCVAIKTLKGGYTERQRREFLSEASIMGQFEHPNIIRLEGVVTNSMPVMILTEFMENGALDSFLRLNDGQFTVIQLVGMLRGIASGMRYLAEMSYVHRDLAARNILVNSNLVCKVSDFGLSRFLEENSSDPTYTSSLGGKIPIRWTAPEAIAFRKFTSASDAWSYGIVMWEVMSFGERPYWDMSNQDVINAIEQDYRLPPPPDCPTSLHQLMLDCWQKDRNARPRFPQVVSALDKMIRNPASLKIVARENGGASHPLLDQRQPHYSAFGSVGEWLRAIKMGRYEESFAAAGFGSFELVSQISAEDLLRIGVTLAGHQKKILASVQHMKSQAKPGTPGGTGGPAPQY
FAK blocker: inhibitors of human focal adhesion kinase. biochemical FAK kinase activity assay. inhibition, %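 (tested at 7 µM)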. actives 0.84% (n = 97,000); in the data active means inhibition above about 19%;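 further: 0% = DMSO and 100% = reference compound high control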
S1P2 agonist: S1P2 (human) receptor agonism; O95136; S1P2-expressing cell line, agonist reporter read-out; activation, % at 4.5 µM; actives 0.46% (n = 97,000); AID 729; in the data active means activation above about 16%;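 further: 0% = vehicle low control and 100% = maximal reference agonist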
* = called active by the depositor; · = not tested or not shown. An unsorted share of the library, and some 3.9% of all compounds hit somewhere here.

| MT1-MMP txn act | PLK1 PBD inh | PLK1 kinase inh | HIV Rev-RRE inh | S1P2 blocker | PLAP act | EphB4 ephrin blk | FAK blocker | S1P2 agonist | Molecule |
| --- | --- | --- | --- | --- | --- | --- | --- | --- | --- |
| 1.1 | 7 | -14 | 7 | 4 | 1.6 | 1 | -4 | -2 | COc1ccc(C(=O)Cc2ccc(OC)c(OC)c2)c(OC)c1 |
| 1.1 | 5 | 9 | 9 | -36 | 1 | -7 | -3 | -1 | CCCn1c(-c2ccccc2)nc2c(=O)n(C)c(=O)[nH]c21 |
| 1.1 | -2 | -2 | 5 | -7 | 1 | -1 | -1 | -6 | Cn1c(SCC(=O)NCc2ccccc2)nnc1C1CC1 |
| 1.3 | -8 | -9 | -1 | 4 | 0.9 | -8 | -1 | -5 | CC(C)(C)C1CCC2(CC1)NC(CO)(CO)CO2 (stereo unspecified) |
| 1.4 | -11 | 1 | 9 | 24 | 1.6 | 3 | 3 | -3 | CC(=O)c1c(C)[nH]c(C(=O)CSc2nnc(-c3ccco3)n2Cc2ccccc2)c1C |
| · | 1 | -9 | 1 | 4 | 1.4 | -3 | 4 | -6 | COCCN(C(=O)Cc1cccs1)C(C(=O)NCc1ccc(OC)cc1)c1ccc(C)cc1 (stereo unspecified) |
| 1.3 | -35 | 7 | 32 | -7 | 0.8 | -3 | 2 | -7 | COc1ccc2c(c1)CC/C(=C\Nc1ccc3c(c1)OCO3)C2=O |
| 1.1 | -15 | 0 | 5 | 0 | 1 | -5 | -4 | -7 | CC(=O)NCCN=Cc1sc2ccccc2c1O |
| 1.1 | 6 | -1 | 9 | -1 | 0.9 | -3 | 2 | -3 | COc1ccc(N(C(=O)c2ccco2)S(=O)(=O)c2cc(Cl)c(Cl)cc2Cl)cc1 |
| 1.1 | 17 | -16 | 10 | 11 | 1.2 | -7 | 0 | -7 | O=c1cc(CSc2nnc(-c3cccnc3)n2-c2ccccc2F)nc2sccn12 |
| 1.1 | -14 | -3 | 3 | 1 | · | 0 | 1 | -7 | CCCC(=O)Nc1ccc(Oc2ccc(NC(=O)CCC)cc2)cc1 |
| 1.1 | 18 | -3 | 3 | -7 | 1.1 | -2 | -1 | -18 | COc1ccc(N2CCN(S(=O)(=O)c3cccc4nsnc34)CC2)cc1 |
| 0.8 | -5 | -1 | 4 | 13 | 1 | -1 | -3 | 0 | COC(=O)CSC1=NS(=O)(=O)c2ccccc21 |
| 1.5 | -7 | -19 | -2 | -6 | 1.1 | -13 | 3 | -4 | COc1ccc(OC)c2sc(N3CCCCC3)nc12 |
| 1 | -15 | -15 | -2 | -15 | 1.2 | -6 | 0 | -4 | CCc1nnc(NC(=O)CSc2nnc(-c3ccco3)n2CC)s1 |
| 1.1 | 7 | -4 | 4 | -6 | · | 1 | 0 | -4 | Cc1ccc2nc(NC(=O)c3ccc(Cn4cc(Cl)cn4)o3)sc2c1 |
| · | 11 | -8 | 10 | 6 | 0.9 | 1 | -2 | -2 | O=C1CCSc2ccc(Cl)cc2N1Cc1ccc(Cl)cc1 |
| 1.1 | 9 | -5 | -2 | -8 | 0.9 | -4 | 6 | -5 | COc1ccc(C(=O)n2nc(-c3ccc(Cl)cc3)nc2N)cc1OC |
| 1.3 | 14 | -8 | 7 | 9 | 1 | 0 | -1 | -3 | CC(=O)N1CCCc2ccccc21 |
| 1 | 3 | -14 | 5 | -12 | 1.5 | -1 | 1 | 0 | CCN(Cc1ccncc1)C(=O)C1CCN(S(=O)(=O)c2cccs2)CC1 |
| 1.1 | 4 | -2 | 5 | 1 | 1.3 | 1 | 4 | -9 | COCCCn1c(SCC(=O)NCc2ccco2)nc2sc3c(c2c1=O)CCC3 |
| 1.1 | -9 | 7 | -1 | 4 | 1.7 | -2 | -1 | -6 | COc1cccc(C(c2nnnn2Cc2ccc(F)cc2)N2CCC(C(N)=O)CC2)c1OC (stereo unspecified) |
| 1.2 | 8 | -13 | 9 | 6 | 1.1 | 6 | -1 | -3 | CC(C)NS(=O)(=O)c1ccc(CCC(=O)Nc2ccc3c(c2)OCO3)cc1 |
| 1.1 | -24 | -3 | 5 | 4 | 0.9 | -1 | -5 | -9 | O=C(c1cnn2ccccc12)N1CCc2ccccc21 |
| · | 5 | -13 | 7 | 9 | 0.9 | -1 | -1 | -2 | CCOC(=O)C1CN(S(=O)(=O)c2ccc(C)cc2)c2cc(S(=O)(=O)CC)ccc2O1 (stereo unspecified) |

Limited to S1P2 agonist, PLAP act and MT1-MMP txn act (3 entries from above):
structure,S1P2 agonist,PLAP act,MT1-MMP txn act
COc1ccc(OC)c2sc(N3CCCCC3)nc12,-4,1.1,1.5
COCCN(C(=O)Cc1cccs1)C(C(=O)NCc1ccc(OC)cc1)c1ccc(C)cc1 (stereo unspecified),-6,1.4,·
CCc1nnc(NC(=O)CSc2nnc(-c3ccco3)n2CC)s1,-4,1.2,1

(cont.)
| MT1-MMP txn act | PLK1 PBD inh | PLK1 kinase inh | HIV Rev-RRE inh | S1P2 blocker | PLAP act | EphB4 ephrin blk | FAK blocker | S1P2 agonist | Molecule |
| --- | --- | --- | --- | --- | --- | --- | --- | --- | --- |
| · | 2 | 2 | -6 | 8 | 0.8 | -9 | -5 | -4 | COc1ccc(OCCNC(=S)Nc2cccc3ccccc23)cc1 |
| 1.1 | 22 | -3 | 7 | -4 | 1 | -3 | 3 | -5 | CCc1c(C)nc(SCC(N)=O)c(C#N)c1C |
| 1.3 | 12 | -5 | 3 | -2 | 1.6 | -5 | -3 | -8 | CCOc1ccccc1N(CC(=O)NC(C)(C)C)C(=O)Cn1nnc(-c2ccc(C)o2)n1 |
| 1.7 | 1 | -8 | 4 | 24 | · | 3 | 2 | -6 | CC(C)(C)NC(=O)CSC(=Nc1ccccc1F)NC#N |
| 1.1 | -7 | 6 | -2 | 2 | 1.9 | 2 | 9 | -7 | Cc1nc2ncnn2c(Nc2ccc3c(c2)OCO3)c1Cc1ccccc1 |
| · | -11 | 0 | -2 | -19 | 0.9 | -6 | -4 | 0 | CC(C)Cn1c(SCC(=O)c2c(N)n(C)c(=O)n(C)c2=O)nc2ccccc21 |
| 1 | 5 | -17 | 4 | -14 | 0.9 | 1 | 0 | -3 | CC(=O)c1ccc(OCCN2CCOCC2)cc1 |
| 1.1 | -15 | 17 | 5 | 7 | 1 | -2 | -1 | -7 | CCOC(=O)c1ccc(NC(=O)CSc2nc3c(c(=O)n2C)SC(C)C3)cc1 (stereo unspecified) |
| 1.1 | -26 | -8 | 7 | 2 | 1 | 6 | 0 | -3 | CCOC(=O)c1nnc(-c2ccc(C)cc2)nc1Sc1ccccc1Cl |
| · | -9 | -15 | 3 | 1 | 1 | 5 | 7 | -5 | COc1ccc(S(=O)(=O)N(C)CC(=O)Nc2ccccc2C(F)(F)F)cc1OC |
| 1 | -11 | -12 | -2 | 14 | 1.1 | 2 | 1 | -4 | CCOC(=O)N1CCC(NC(=O)COc2cc(=O)n(C)c3ccccc23)CC1 |
| 1.1 | -11 | -8 | 5 | 12 | 0.8 | 12 | 7 | -7 | CC(C)C(NC(=O)C1CCCCC1)C(=O)Nc1ccc2c(c1)OCCO2 (stereo unspecified) |
| · | -5 | -11 | 7 | 15 | 0.9 | 3 | 2 | -5 | O=C(Cn1cnc([N+](=O)[O-])c1)NCc1ccc(F)cc1 |
| 1.3 | 2 | -29 | 1 | -11 | 0.8 | -6 | 3 | -4 | O=C(Cn1c(-c2cncs2)nc2ccccc21)NCCc1ccccc1 |
| · | 18 | -10 | 14 | 16 | 0.8 | -3 | 3 | -3 | Fc1ccc(Cn2c(SCc3ccc(F)c(C(F)(F)F)c3)nnc2C(F)(F)F)cc1 |
| · | 13 | -13 | 7 | -6 | 0.9 | 8 | 0 | -4 | CCN(CC)C(=O)CSc1nnc(-c2cccnc2)n1Cc1ccccc1 |
| · | 1 | -1 | 1 | -14 | 1 | 2 | 0 | 0 | O=c1c2c3c(sc2nc2n1CCC2)CCC3 |
| 1.2 | -13 | -5 | 5 | -5 | 0.9 | -3 | -6 | -3 | CCC(=O)Nc1nnc(CSCc2ccccc2)s1 |
| 1.1 | -27 | -4 | 6 | 5 | 0.8 | 0 | 1 | -8 | CC(C(=O)NC1=NCCS1)N1C(=O)C2CC=CCC2C1=O (stereo unspecified) |
| · | -2 | -3 | 8 | 5 | 0.7 | 4 | 1 | -9 | O=C(CC(=O)c1ccccc1O)c1ccc(F)cc1 |
| 1.1 | -6 | -6 | 5 | 10 | 1.1 | 14 | 0 | -3 | CCOC(=O)C1=C(N)Oc2cc(C)[nH]c(=O)c2C1c1ccncc1 (stereo unspecified) |
| 1 | 0 | 12 | 10 | -4 | 0.8 | 5 | 4 | -1 | Cc1cc(NC(=O)CSc2nc(-c3cccnc3)ccc2C#N)no1 |
| 0.9 | -2 | 0 | -5 | -4 | 1.3 | -1 | -2 | -5 | Cc1ccccc1Cn1nc(C)c(NC(=O)c2noc3c2CC(C(C)(C)C)CC3)c1C (stereo unspecified) |
| 1 | -16 | 1 | 1 | -6 | 0.9 | 1 | -6 | -10 | Cc1c(NC(=O)C2CCCN(S(=O)(=O)c3cnc[nH]3)C2)c(=O)n(-c2ccccc2)n1C (stereo unspecified) |
| · | -7 | -7 | 16 | -5 | 1.7 | 3 | -1 | -1 | CCOc1cc(CNC2CCCC2)cc(Cl)c1OCc1ccc(F)cc1 |
| 1.2 | 3 | -6 | 3 | 5 | 0.8 | 9 | 2 | -8 | CC1CCC(NC(=O)Nc2cccs2)CC1 (stereo unspecified) |
| 1.1 | -3 | -10 | 9 | 10 | 1 | 5 | 2 | -2 | CCOc1ccccc1NC1c2ccccc2C(=O)N1Cc1ccco1 (stereo unspecified) |
| 1.2 | -18 | -8 | 7 | 15 | 1.2 | 5 | 3 | -4 | C=C(C)CSc1nnc([C@@H](NC(=O)OC(C)(C)C)C(C)CC)o1 (stereo partly specified) |
| 1.1 | 4 | -4 | -1 | 0 | 1.1 | 1 | 1 | -6 | Cc1ccc(-n2nc3c(c2NC(=O)C(C)(C)C)CSC3)c(C)c1 |
| 1.1 | 37 | 0 | 3 | -10 | 0.9 | -1 | -5 | -5 | COc1cc2c(cc1OC)-c1nncn1C(C)(C)C2 |
| 1.2 | -5 | -11 | 3 | -9 | 1.7 | 6 | 2 | -4 | CCN(CC)c1ccc(C2C3CCCCC3(O)CCN2CC(=O)Nc2ccccc2)cc1 (stereo unspecified) |
| 1.3 | -12 | -6 | 8 | 4 | 1.1 | 4 | 0 | -3 | CCOC(=O)/C(=N/Nc1ccc(C)cc1)S(=O)(=O)c1ccc(Cl)cc1 |
| 1.1 | 3 | -10 | 11 | 7 | 1 | 8 | 8 | -11 | Nc1ccn(-c2ccccc2)c(=O)c1 |
| 1 | -5 | -9 | 4 | 10 | 1.1 | 1 | -4 | -4 | O=C(c1ccc2c(c1)OCO2)N1CCCN(C(=O)c2ccc3c(c2)OCO3)CC1 |
| 1.3 | 12 | -1 | 4 | 9 | 0.9 | 0 | -2 | -4 | COc1cccc(-c2nnc(N(C)C(=O)c3ccno3)s2)c1 |
| · | -2 | -6 | 6 | 4 | 2.3* | -5 | 0 | -3 | Cn1cc(Br)c(C(=O)NNC(=O)c2cccc(Br)c2)n1 |
| 0.9 | -22 | -5 | 11 | 14 | 1.5 | 5 | 0 | -4 | Cn1c(N)c(C(=O)COC(=O)C2(c3ccccc3F)CCCC2)c(=O)n(C)c1=O |
| · | -4 | 8 | 0 | -11 | 1.3 | -7 | 1 | -7 | COc1ccc(N/N=C(/C#N)S(=O)(=O)c2nsc(C)c2C#N)cc1 |
| 1.1 | -21 | -9 | 10 | 28 | 0.9 | 2 | -1 | -3 | Cc1ccc2cccc(SCC(=O)N3CCOCC3)c2n1 |
| 1.2 | 9 | -35 | 7 | -22 | 0.9 | -5 | 3 | -3 | COc1ccc(C(=O)C[N+]2(C)CCOCC2)cc1 |
| 1.1 | 7 | 1 | -7 | 1 | 1 | -3 | 7 | -7 | CCc1nnc(NC(=O)c2ccc(-c3ccc(Cl)cc3)o2)s1 |
| 0.6 | 3 | -8 | 8 | 80* | 1.1 | 6 | 9 | -8 | O=S(=O)(C/C(=C/CO)S(=O)(=O)c1ccccc1)c1ccccc1 |

Source: PubChem BioAssay
